Salmonella PhoP GFP: inhibitors of PhoP regulon expression, primary screen, Salmonella Typhimurium, GFP reporter (AID 1863); S. Typhimurium PhoP-regulated promoter GFP reporter, 4 h; higher % means a stronger effect; inhibition, % at 50 µM; hits with a dose series show IC50 in µM; 0.16% of 300,000 active;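 active = inhibition over 29.93%, a cutoff 3 SD above the screen mean, later confirmed by dose response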;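 also: 0% = low Mg2+ inducing control and 100% = high Mg2+ repressing control; strong numbers were not always called active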
West Nile virus CPE: West Nile virus antiviral activity, cell-based, CPE readout (AID 1621) | West Nile virus-infected cells, CPE inhibition; higher % means a stronger effect | one-dose CPE inhibition, % at 10 µM; IC50 in µM for titrated hits | 0.02% of 290,000 active; in the data active = a potency from the dose series; also: strong numbers were not always called active
SIAH1 antagonists: Siah-1 peptide-binding antagonists, primary screen, biochemical, fluorescence polarization, rhodamine-plectin, uHTS (AID 1817); Siah-1 / rhodamine-plectin peptide fluorescence polarization; higher % means a stronger effect; E3 ubiquitin-protein ligase SIAH1 (Homo sapiens); 0.02% of 290,000 active; displacement, % at 20 µM, or IC50 in µM where a hit was titrated;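 active = displacement of at least 50% at 20 µM, with a fluorescence ratio check between 0.3 and a set limit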;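 also: plate controls were Siah plus tracer with DMSO for no effect and tracer alone without Siah for full effect; strong numbers were not always called active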
The depositor's hits bear a star. The list is partial; the hit share may differ from the screen's.

Every second line gives: West Nile virus CPE	SIAH1 antagonists	Salmonella PhoP GFP
> CCN(CC)CCCNC(=O)CCn1nc(-c2ccc(Cl)cc2)ccc1=O
  -0.1%	4%	-1%
> COc1ccc(C(=O)NC2CCN(CC(=O)NCc3ccccc3F)CC2)cc1
  -0.7%	8%	-7%
> CCC(=O)Nc1cc(-c2nc3ncccc3o2)ccc1Cl
  0.1%	-3%	13%
> CCOC(=O)[C@@H]1[C@H]2COc3ccccc3[C@H]2N2C(=O)N(c3ccc(C)cc3)C(=O)[C@]12C
  -0.8%	4%	-5%
> C=CCN1C(=O)C2(OCCCO2)c2ccccc21
  1.1%	-5%	5%
> COc1cccc(OCc2cc(C(=O)N(Cc3ccccc3)CC3CC3)no2)c1
  0.3%	2%	-4%
> O=C(NNS(=O)(=O)c1ccccc1)c1ccc(F)cc1
  1.4%	-4%	12%
> CC(=O)Nc1ccc(N(CC(=O)NC2CCCC2)C(=O)CCC(=O)Nc2cc(C)on2)cc1
  -0.3%	7%	6%
> COc1cc(CCC(=O)OCC(=O)Nc2ccc(C)cc2Br)cc(OC)c1OC
  -0.3%	-6%	5%
> O=[N+]([O-])c1cccc(/C=N/N=C\c2ccccc2)c1
  -0.6%	-4%	18%
> O=S(=O)(NC(=S)c1ccccc1)c1ccc(F)cc1
  0.3%	0%	14%
> CC(=O)COc1ccc2oc(=O)cc(-c3cc4ccccc4o3)c2c1
  1.6%	-2%	-10%
> CCC(C)NC(=O)C1CCC(=O)N1CCc1ccccc1 (stereo not given)
  -1.1%	4%	7%
> CCc1ccc(NC(=O)c2cc(C)no2)cc1
  0.3%	-3%	-7%
> c1ccc(CNc2nc(-c3cccnc3)nc3ccccc23)cc1
  0.3%	0%	3%
> COc1ccc(N2CCN(S(=O)(=O)c3ccc4c(c3)NC(=O)C(C)S4)CC2)cc1 (stereo not given)
  0.2%	2%	-2%
> COc1ccc(C(=O)N/C(=C\c2ccccc2)C(=O)NCc2cccnc2)cc1
  -1.1%	1%	-1%
> O=C(CCN1C(=O)[C@@H]2Cc3ccccc3CN2C1=O)N[C@@H](C(=O)O)c1ccccc1
  -0.3%	-1%	6%
> CCOC(=O)c1ccc(S(=O)(=O)NC2CC2)cc1
  -0.3%	3%	-4%
> CCC(C)(C)NC(=O)CSc1nc(Cc2ccccc2)nc2ccccc12
  -1.0%	5%	5%
> COCn1c(C(O)c2ccccc2)cc2ccccc21 (stereo not given)
  -0.2%	2%	-5%
> COc1ccc(N(CC(=O)NCc2ccc(Cl)cc2)S(=O)(=O)c2c(C)noc2C)cc1
  0.1%	-7%	5%
> O=c1[nH]c2ccccc2nc1Cc1ccc(Cl)cc1
  -1.0%	0%	6%
> O=C(Oc1ccc(C(=S)N2CCOCC2)cc1)c1ccc([N+](=O)[O-])cc1[N+](=O)[O-]
  0.6%	7%	-3%
> NC(=O)c1cc2ccccc2o/c1=N/NC(=O)c1cccc(Cl)c1
  -0.8%	8%	-1%
> COc1cc(CN2CCNC(=O)C2CC(=O)NCCCN2CCOCC2)cc(OC)c1 (stereo not given)
  -0.4%	1%	-5%
> Cn1cnc2cc(NCc3ccccc3Cl)ccc21
  1.0%	14%	13%
> CCN(CC(=O)NC1CCCC1)S(=O)(=O)c1ccc(Br)cc1
  -0.5%	1%	-5%
> CCCCCCc1ccc(N2C[C@H](Cc3ccccc3)[C@@H](CC(=O)NCc3ccc(OC)cc3)C2=O)cc1
  1.3%	0%	7%
> COc1ccccc1COCC(O)CNCCc1ccc(C(F)(F)F)cc1 (stereo not given)
  -0.7%	0%	2%

Single values from above.
COc1cc(CCC(=O)OCC(=O)Nc2ccc(C)cc2Br)cc(OC)c1OC in SIAH1 antagonists is listed with -6%
CCN(CC)CCCNC(=O)CCn1nc(-c2ccc(Cl)cc2)ccc1=O in West Nile virus CPE is listed with -0.1%
c1ccc(CNc2nc(-c3cccnc3)nc3ccccc23)cc1 in Salmonella PhoP GFP is listed with 3%
Cn1cnc2cc(NCc3ccccc3Cl)ccc21 in SIAH1 antagonists is listed with 14%
CCCCCCc1ccc(N2C[C@H](Cc3ccccc3)[C@@H](CC(=O)NCc3ccc(OC)cc3)C2=O)cc1 in SIAH1 antagonists is listed with 0%

(cont.)
Every second line gives: West Nile virus CPE	SIAH1 antagonists	Salmonella PhoP GFP
> COC(=O)c1sccc1NC(=O)c1c(Cl)cnn1C
  -0.2%	2%	0%
> CN(c1ccccc1)c1nc(N)c([N+](=O)[O-])c(NC2CCCCC2)n1
  -0.3%	2%	3%
> COc1cc(NC(=O)C2CC(c3ccccc3Cl)=NO2)cc(OC)c1OC (stereo not given)
  -1.3%	0%	-4%
> Cc1ccc(CNC(=O)C(=O)c2cn(CC(=O)N3CCOCC3)c3ccccc23)cc1
  -0.5%	0%	-9%
> COc1cc2sc(NC(=O)c3ccco3)nc2cc1Cl
  -0.9%	0%	7%
> O=Cc1ccccc1-c1cn(CCCOCc2ccccc2)nn1
  -1.0%	5%	1%
> CCOC(=O)C1CCN(C(=O)CCc2nnc3ccc(NCCCN4CCCC4=O)nn23)CC1
  0.0%	-8%	7%
> Cc1occc1C(=O)N(C)Cc1nc(-c2ccc(Cl)cc2)no1
  0.1%	-3%	-2%
> O=S(=O)(c1ccc(Br)s1)N1CCN(c2ccc(F)cc2)CC1
  0.0%	-2%	-1%
> Cc1ccc(S(=O)(=O)N2C(=O)CCC2C(=O)N2CCCCC2)cc1 (stereo not given)
  0.2%	-3%	1%
> Cc1ccc(/C=C2\C(=N)N3N=C(CC(=O)N4CCOCC4)SC3=NC2=O)o1
  -0.1%	10%	-10%
> CCCCOc1ccc(C2(C)NC(=O)NC2=O)cc1 (stereo not given)
  -1.3%	5%	0%
> Cc1cccc(NC(=S)N2CCC(NC(=O)c3ccco3)CC2)c1
  0.1%	2%	-1%
> COc1ccc(NC(=O)CSc2nnc(CN3CCOCC3)n2C)cc1Cl
  -0.3%	-3%	7%
> COCCCNC(=O)Cn1cc(/C=C(\C#N)C(=O)NC2CCCC2)c2ccccc21
  -0.2%	3%	-3%
> CCOC(=O)c1cnc2c(Cl)cccc2c1NCCCN1CCOCC1
  -1.0%	11%	4%
> Cc1cc(C)c2nc(SCC(=O)Nc3cc(C)on3)c(C#N)cc2c1
  0.3%	5%	-5%
> N#CCCN(NC1=NS(=O)(=O)c2ccccc21)C(=O)c1ccccc1Br
  0.3%	3%	-8%
> CC1CCCN(CCCNC(=O)c2nn(C)c3c2CS(=O)(=O)c2ccccc2-3)C1 (stereo not given)
  0.3%	4%	0%
> COc1cc2c(cc1OC)CN(C(=O)Nc1ccccc1Cl)CC2
  -0.7%	0%	3%
> Cc1sc2ncnc(N3CCC(C(=O)N(C)CC(=O)Nc4ccccc4Br)CC3)c2c1C
  0.1%	-2%	-4%
> CCCc1nnc(NC(=O)CCC(=O)N2CCN(Cc3cc(Cl)ccc3OC)CC2)s1
  -0.4%	1%	-2%
> CCOc1ccc(S(=O)(=O)N2CCC(C(=O)NCCc3ccc(OC)c(OC)c3)CC2)cc1
  -1.5%	-2%	11%
> CCc1ccccc1NC(=O)CCc1c(C)nc(SC)nc1C
  -0.1%	-2%	2%
> COc1ccc(Cl)cc1S(=O)(=O)N1CCC(C(=O)NC2CCCC2)CC1
  0.5%	-2%	-5%
> COc1ccc(S(=O)(=O)N2CCCOC2CNC(=O)C(=O)NCCCN2CCOCC2)cc1C (stereo not given)
  0.8%	1%	-9%
> COc1cc(/C=N/NC(=O)c2ccc(N3CCCC3=O)cc2)ccc1O
  -0.4%	-3%	1%
> COc1ccc(CNS(=O)(=O)c2cc(-c3cc(C)no3)ccc2C(C)C)cc1
  0.9%	-1%	3%
> CCOC(=O)COc1ccc2c(c1)c(C(C)=O)c(C)n2-c1ccccc1
  0.6%	11%	14%
> O=C(NNC(=O)c1cccs1)c1ccc(Br)cc1
  -0.3%	-5%	0%

Exported with each value named: entries from further up.
CCCCOc1ccc(C2(C)NC(=O)NC2=O)cc1 (stereo not given)
  West Nile virus CPE = -1.3%; SIAH1 antagonists = 5%; Salmonella PhoP GFP = 0%
Cc1cccc(NC(=S)N2CCC(NC(=O)c3ccco3)CC2)c1
  West Nile virus CPE = 0.1%; SIAH1 antagonists = 2%; Salmonella PhoP GFP = -1%

Reprinted at random: six records from the list
Every second line gives: West Nile virus CPE	SIAH1 antagonists	Salmonella PhoP GFP
> CCOC(=O)[C@@H]1[C@H]2COc3ccccc3[C@H]2N2C(=O)N(c3ccc(C)cc3)C(=O)[C@]12C
  -0.8%	4%	-5%
> COc1ccc(N(CC(=O)NCc2ccc(Cl)cc2)S(=O)(=O)c2c(C)noc2C)cc1
  0.1%	-7%	5%
> COc1cc2sc(NC(=O)c3ccco3)nc2cc1Cl
  -0.9%	0%	7%
> N#CCCN(NC1=NS(=O)(=O)c2ccccc21)C(=O)c1ccccc1Br
  0.3%	3%	-8%
> COc1cc(/C=N/NC(=O)c2ccc(N3CCCC3=O)cc2)ccc1O
  -0.4%	-3%	1%
> CN(c1ccccc1)c1nc(N)c([N+](=O)[O-])c(NC2CCCCC2)n1
  -0.3%	2%	3%

The list continues.
Every second line gives: West Nile virus CPE	SIAH1 antagonists	Salmonella PhoP GFP
> CCCCCCNC(=O)CNC(=S)N(Cc1cccs1)C1CCCCC1
  -0.6%	2%	6%
> CCCn1c2ccccc2c2cnn(CC(=O)NCCCN3C(C)CCCC3C)c(=O)c21 (stereo not given)
  0.1%	-4%	-1%
> Cc1cc(O)c(C(=O)/C=C/c2ccccc2Br)c(=O)o1
  2.1%	-2%	-6%
> COc1cc(Br)c(CN2CCCN(C)CC2)cc1OC
  -0.6%	2%	8%
> CCOc1cc(/C=N/n2c(COc3ccccc3)n[nH]c2=S)ccc1O
  0.1%	-3%	-6%
> COc1ccccc1N1C(=O)CC(N2CCN(c3ccc(F)cc3)CC2)C1=O (stereo not given)
  -0.3%	-4%	-7%
> O=C(NC1CCCCCC1)C1CC(=O)N(c2ccc(Cl)cc2)C1 (stereo not given)
  -1.2%	-4%	-1%
> CN(C)CCN(Cc1ccco1)S(=O)(=O)c1ccc(-c2ccc(=O)[nH]n2)s1
  -0.3%	0%	3%
> CC[C@@]12C(=O)N(c3ccc(C)cc3)C(=O)N1[C@H](c1ccc(OC)cc1)[C@@H]1C(=O)N(C(C)(C)C)C(=O)[C@@H]12
  -1.1%	4%	-2%
> Cc1ccc(S(=O)(=O)N2CCN(C(=O)C(C)Cn3nc(C)c(C)c3C)CC2)cc1C (stereo not given)
  -1.1%	0%	4%
> CCOC(=O)CNC(=O)CSc1ncccc1-c1nc2ccccc2[nH]1
  -0.7%	-3%	-2%
> CCC1CCCCN1C(=O)CCCc1ccccc1 (stereo not given)
  -0.8%	1%	4%
> O=C(CCc1ccccc1)NCc1ccc(F)cc1
  -0.7%	10%	-2%
> Cc1ccc(C(=O)Nc2ccc(S(=O)(=O)Nc3ncccn3)cc2)cc1[N+](=O)[O-]
  -0.3%	1%	10%
> CCN(CC)C1CCN(C(=O)c2ccc(OC3CCN(CCc4ccccc4)CC3)cc2)C1 (stereo not given)
  -0.1%	4%	-3%
> CCc1ccc2oc(C(=O)N3CCN(c4ccccc4OC)CC3)cc(=O)c2c1
  -0.3%	1%	-8%
> COC(=O)c1c(NC(=O)CN2C(=O)C(=O)N(CC(C)C)C2=O)sc(C)c1C
  -0.6%	9%	-3%
> COc1cc(Cl)c(NS(=O)(=O)c2c(C(=O)N3CCCC3)c(C)n(C)c2C)c(OC)c1
  -0.1%	10%	5%
> S=C(/N=c1/sccn1Cc1ccccc1)NC1CC1
  0.8%	1%	8%
> COc1cccc(NC(=O)Nc2nc(SC)ns2)c1
  -1.6%	9%	11%
> COc1ccc(OCc2cc(C(=O)NC3CCc4ccccc43)no2)c(Cl)c1 (stereo not given)
  -0.4%	0%	4%
> CC(Oc1ccc(Cl)cc1)C(=O)N(C)CC(=O)Nc1ccc(N2CCOCC2)cc1 (stereo not given)
  -0.4%	1%	3%
> COc1ccccc1CN(C)C(=O)c1cc(-c2cc(OC)c(OC)c(OC)c2)nc2ccccc12
  0.1%	5%	2%
> Cc1ccnc(OC(C(=O)O)C(OCCc2ccccc2)(c2ccccc2)c2ccccc2)n1 (stereo not given)
  -0.3%	-9%	-4%
> COc1ccccc1N1CCN(C2CCCN(C(=O)CCC(=O)N(C)C)C2)CC1 (stereo not given)
  1.5%	-2%	2%
> O=C(N/N=C/c1ccccc1O)c1ccc2c(c1)OCO2
  -0.4%	-6%	16%
> CSCC[C@H](NC(=O)[C@@H]1CSC2c3ccccc3C(=O)N21)C(=O)NC1CCCC1 (stereo not given in full)
  -0.5%	5%	-2%
> COc1ccc(-c2nn(-c3ccccc3)cc2C(N)=O)cc1OC
  0.1%	-2%	-8%
> NC(=O)CC(NC(=O)Cc1ccc(Cl)cc1)c1ccc(N2CCC(Cc3ccccc3)CC2)c([N+](=O)[O-])c1 (stereo not given)
  -0.3%	-3%	7%
> CC(C)(C)OC(=O)N1CCC(CC2CC(c3cccc(Br)c3)=NO2)(C(=O)O)CC1 (stereo not given)
  0.3%	-1%	3%
> Cc1ccnc(N2C(=O)c3ccccc3C2=O)c1
  -0.5%	12%	-5%
> COCc1ccc(C(=O)N(C)CC2CCCN(CCc3ccc(OC)cc3)C2)o1 (stereo not given)
  -0.2%	0%	2%
> O=C1CN(c2ccc(F)cc2)C(=S)N1c1ccccc1
  -0.4%	8%	1%
> COc1cc(CNCc2ccccc2Cl)ccc1OCC(=O)NC1CCCCC1
  -0.9%	4%	3%
> COc1ccc(/C=C/C(=O)NCC(=O)N/N=C(/C)c2ccc(Cl)cc2)cc1
  -0.8%	4%	-4%
> O=C(C1CCN(S(=O)(=O)c2ccccc2)CC1)N1CCN(c2ccccc2)CC1
  -0.6%	-6%	-1%

From PubChem BioAssay
